Screening results: PubChem, National Center for Advancing Translational Sciences (NCATS)
Lamin A splicing: LMNA splicing modulation | HeLa LMNA splicing GFP/RFP minigene ratio, 48 h | AID 1487 | Potency, µM (titrated, usually from 46.1 µM), for the others: at the highest dose ratio change, negative = inhibition, most hits filed as inhibitors | 200,000 tested, 0.01% active; active means well fitted inhibition curve with a large enough effect in the signal ratio, with a control signal flat, not every such curve was filed as active; inconclusive means small, poorly fitted or top-dose-only effect, or effect the other way, or a change in a side signal; the % refers to the signal ratio; further: potency means the concentration at half of the fitted maximal effect; on the % scale 0 is the no-effect control and ±100 the full control effect
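S3 HeLa cells stably expressing lamin A-EGFP splicing minigene plus DsRed2, 600 cells/well, 48 h compound exposure at 37C. Laser-scanning cytometry; analysed as GFP (500-530 nm)/RFP (575-640 nm) total intensity ratio; 0.5% DMSO vehicle.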
SMN2 splice up: SMN2 splice variant enhancement. HEK293 SMN2-luciferase splicing reporter, luminescence, 30-36 h. Potency, µM (series often up to 46.1 µM), inactives show top-dose activity change, positive = activation, most hits filed as activators. 210,000 tested, 2.8% active. AID 1458; further: potency means the concentration at half of the fitted maximal effect; % of control where 0% means no effect; nearly all actives have a fitted effect of over 55% in size
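HEK293 cells carry an SMN2 minigene-luciferase reporter in which exon 7 inclusion puts luciferase in frame. Cells were seeded at 2000 cells/well, attached for 10-12 hours, then exposed to compounds for 30-36 hours at 37C before ONE-Glo luminescence.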
HttQ103 aggreg: reduces HttQ103-GFP aggregates in PC12 cells | AID 1688 | 220,000 tested, 1.1% active | PC12 HttQ103-GFP aggregates, Acumen cytometry, 40 h | Potency, µM (highest dose often 46.1 µM), without a hit: at the highest dose activity change, negative = inhibition, most hits filed as inhibitors; further: potency means the concentration at half of the fitted maximal effect; on the % scale 0 is the no-effect control and ±100 the full control effect; nearly all actives have a fitted effect of over 60% in size
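Multiplexed with ATP-based cell death, this channel scores GFP aggregates in PC12 cells expressing inducible HTTex1-Q103-GFP. Induction used 100 nM tebufenozide; compounds were tested in concentration series.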
HTT ATP protect: Huntington cell model cytoprotection by ATP luminescence | PC12 HTT-Q103 induced, cytoprotection, ATP luminescence, 40 h | Potency, µM (series often up to 56.4 µM), for inactives: cytoprotection (ATP increase), hits mostly activators | 230,000 tested, 0.14% active | AID 1471;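 further: potency means the concentration at half of the fitted maximal effect; % of control where 0% means no effect; nearly all actives have a fitted effect of over 45% in size; toxic huntingtin expression switched on by the ecdysone agonist tebufenozide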
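Huntington model: PC12 line, ecdysone-inducible HTTQ103 exon1–GFP, tebufenozide 100 nM. Test articles in a dose series. Endpoint luminescence from cellular ATP.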
CBFb-RUNX1 inh: inhibitors of human CBF-beta and RUNX1 interaction | AlphaScreen CBFb-His/RUNX1-biotin binding, biochemical | Potency, µM (top dose mostly 59.8 µM), for the others: at the highest dose activity, negative = inhibition, most hits filed as inhibitors | 230,000 tested, under 10 active | AID 1477; further: % of control where 0% means no effect
Target sequence (Q01196 whole entry, looked up): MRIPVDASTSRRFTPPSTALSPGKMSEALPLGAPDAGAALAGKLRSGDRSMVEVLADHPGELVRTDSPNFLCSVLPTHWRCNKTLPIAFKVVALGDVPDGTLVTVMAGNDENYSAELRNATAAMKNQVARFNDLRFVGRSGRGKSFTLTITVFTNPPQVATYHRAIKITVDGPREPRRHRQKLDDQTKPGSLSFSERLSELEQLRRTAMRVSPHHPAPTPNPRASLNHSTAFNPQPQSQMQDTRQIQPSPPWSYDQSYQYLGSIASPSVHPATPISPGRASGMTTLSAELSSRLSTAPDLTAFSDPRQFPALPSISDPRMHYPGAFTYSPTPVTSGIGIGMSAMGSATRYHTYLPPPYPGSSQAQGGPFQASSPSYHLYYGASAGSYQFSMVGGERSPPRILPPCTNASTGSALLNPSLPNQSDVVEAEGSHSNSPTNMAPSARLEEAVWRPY
Target sequence (Q13951 whole entry, looked up): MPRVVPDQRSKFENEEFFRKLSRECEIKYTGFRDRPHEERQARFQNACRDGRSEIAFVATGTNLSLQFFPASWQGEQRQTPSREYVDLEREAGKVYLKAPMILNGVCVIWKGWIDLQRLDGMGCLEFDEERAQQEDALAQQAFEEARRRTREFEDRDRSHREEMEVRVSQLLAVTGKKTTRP
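AlphaScreen proximity signal reports loss of binding between His-tagged CBF-beta and biotin-labelled RUNX1, each at 30 nM. Proteins are pre-associated for 20 minutes, compounds added for 15 minutes, then beads for 90 minutes, all at ambient temperature.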
IMPase Li inh: IMPase inhibition in cells with lithium potentiation; CHO-M1 cells, IP1 TR-FRET (IP-One), carbachol + lithium; Potency, µM (doses to about 59.4 µM), for inactives: at the top dose activity, negative = IMPase inhibition, actives largely listed as inhibitors; 210,000 tested, 0.35% active; AID 1457;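 further: IP1 builds up when IMPase is blocked and the TR-FRET signal falls; potency means the concentration at half of the fitted maximal effect; plate controls were basal vehicle for no effect and high inhibitor control for full effect; nearly all actives have a fitted effect of over 50% in size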
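IP1 accumulation measured by competitive TR-FRET in lysed CHO-M1 cells after 30 min compound exposure at 37C, with a small lithium addition to potentiate weak responses. Hill-equation AC50 from ratio and donor-channel data.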
KinaseGlo FLuc: counter-screen: inhibitors of Kinase-Glo firefly luciferase; AID 1379; Q27757; Kinase-Glo luciferase, ATP luminescence, 8 min; Potency, µM (series often up to 38.3 µM), for inactives: at the highest dose activity change, negative = inhibition, most hits filed as inhibitors; 200,000 tested, 0.28% active; further: potency means the concentration at half of the fitted maximal effect; on the % scale 0 is the no-effect control and ±100 the full control effect; nearly all actives have a fitted effect of over 60% in size
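Inhibition of Kinase-Glo luciferase light generation was assessed at 10 uM ATP in pH 7.2 imidazole buffer, with luminescence measured after eight minutes at ambient temperature.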
* hit, by the source's call; & = joins results of further samples; [ ] = remark or other dose. Unless noted, the call rests on the fitted dose curve; in most records, active means well fitted curve in the direction sought with a large enough effect; inconclusive means small, poorly fitted or top-dose-only effect, or another doubt; inactive means no such curve, though single readings can be large; an effect the other way counts as inactive or inconclusive. No enrichment for hits; overall some 4% were active at least once.

Screening CCCN(C(=O)COc1ccc(Cl)cc1Cl)c1c(N)n(Cc2ccccc2)c(=O)[nH]c1=O returned SMN2 splice up -101%[inhibitor], HttQ103 aggreg 8%, HTT ATP protect -26%, CBFb-RUNX1 inh 3%, IMPase Li inh -3% and KinaseGlo FLuc 0%.
CCOC(=O)c1c(NC(=O)CSc2nnc(-c3cccc(C)c3)n2CC)sc(C(C)=O)c1C was read as Lamin A splicing -3%, SMN2 splice up -22%, HttQ103 aggreg -28%, HTT ATP protect 8%, CBFb-RUNX1 inh -1%, IMPase Li inh 10%[38.3 µM] and KinaseGlo FLuc -3%.
Screening COc1cc(Cc2cnc(N)nc2N)cc(OC)c1OC returned Lamin A splicing inconclusive, SMN2 splice up 5%, HttQ103 aggreg -2%&18%, HTT ATP protect 10%[0.074 µM], CBFb-RUNX1 inh -6%, IMPase Li inh 10%[38.3 µM] and KinaseGlo FLuc 1%.
For Cc1ccc(NC(=O)c2cccc(OC(F)F)c2)c(OC(F)F)c1 the results were Lamin A splicing 1%, SMN2 splice up -5%, HttQ103 aggreg -10%, CBFb-RUNX1 inh -5%, IMPase Li inh 17% and KinaseGlo FLuc -7%.
`CCCCOc1ccc(NC(=O)C(=O)NCCC2=CCCCC2)cc1` gave Lamin A splicing 2%, SMN2 splice up 19%, HttQ103 aggreg 2%, HTT ATP protect -18%, CBFb-RUNX1 inh 3%, IMPase Li inh 9%[38.3 µM] and KinaseGlo FLuc -3%.
`Cc1cccn2c(=O)c(/C=C(\C#N)S(=O)(=O)c3ccccc3)c(N3CCC(C(N)=O)CC3)nc12` gave Lamin A splicing -16%, SMN2 splice up -8%, HttQ103 aggreg 0%, HTT ATP protect -7%, CBFb-RUNX1 inh -1%, IMPase Li inh 8%[38.3 µM] and KinaseGlo FLuc -3%.
For CCOC(=O)c1nn(-c2ccccc2C)c2nc(Nc3ccccc3)cc(=O)n12 the results were Lamin A splicing -5%, SMN2 splice up 5%, HttQ103 aggreg 5%, CBFb-RUNX1 inh 7%, IMPase Li inh -7% and KinaseGlo FLuc -3%.
O=C(/C=C/c1ccccc1)OCc1ccccc1 was read as Lamin A splicing inconclusive, HttQ103 aggreg -8% and HTT ATP protect 20%.
`Cc1csc(NC(=O)CSc2nnc(NC(=O)COc3ccc(Cl)cc3)s2)n1` gave Lamin A splicing 0%, SMN2 splice up inconclusive, HttQ103 aggreg 10%, HTT ATP protect 0%[10 µM], CBFb-RUNX1 inh -5%, IMPase Li inh inconclusive and KinaseGlo FLuc -6%.
Screening O=C(NC1=NCCS1)c1nc(-c2ccccc2)n(-c2ccccc2)n1 returned Lamin A splicing 15%, SMN2 splice up 0%, HttQ103 aggreg -6%, HTT ATP protect 23%[10 µM], CBFb-RUNX1 inh -3%, IMPase Li inh 23%[38.3 µM] and KinaseGlo FLuc 3%.
Screening Cc1ccc(-c2csc(NC(=O)c3cccc(S(=O)(=O)N4CCN(C)CC4)c3)n2)cc1 returned Lamin A splicing inconclusive, SMN2 splice up -70%[inhibitor], HttQ103 aggreg 11%, HTT ATP protect -8%, CBFb-RUNX1 inh 5%, IMPase Li inh 0%[38.3 µM] and KinaseGlo FLuc -8%.
Screening CCOC(=O)c1cc(-c2ccc(Cl)s2)nc2c1c(C)nn2C returned Lamin A splicing -9%, SMN2 splice up -19%, HttQ103 aggreg 6%, HTT ATP protect -11%[10 µM], CBFb-RUNX1 inh 14%, IMPase Li inh -6%[38.3 µM] and KinaseGlo FLuc 1%.
For CCOC(=O)N1CCN(C(=O)C2CC(=O)N(Cc3ccc(OC)cc3)C2)CC1 (centres undefined) the results were Lamin A splicing 17%, SMN2 splice up 5%, HttQ103 aggreg 17%, HTT ATP protect 1%[10 µM], CBFb-RUNX1 inh 15%, IMPase Li inh 6%[38.3 µM] and KinaseGlo FLuc 1%.
For CC1CCN(C(=S)c2cn(Cc3ccc(F)cc3)c3ccccc23)CC1 the results were Lamin A splicing 12%, SMN2 splice up 14%, HttQ103 aggreg -18%, HTT ATP protect -31%, CBFb-RUNX1 inh -15%, IMPase Li inh 23%[38.3 µM] and KinaseGlo FLuc -1%.
Screening CCCCC1S/C(=N/N=C/c2ccc(OC)cc2)N(Cc2ccc(OC)cc2)C1=O (centres undefined) returned Lamin A splicing -4%, SMN2 splice up -20%, HttQ103 aggreg -14%, HTT ATP protect 22%, CBFb-RUNX1 inh 3%, IMPase Li inh -8%[38.3 µM] and KinaseGlo FLuc -1%.
`CCn1c2ccc(OC)cc2c2nc3ccccc3nc21` gave Lamin A splicing -26%, SMN2 splice up 14%, HttQ103 aggreg -7%, HTT ATP protect 3%[10 µM], CBFb-RUNX1 inh -6%, IMPase Li inh 5% and KinaseGlo FLuc 7%.
Screening CC1CCc2c(sc(NC(=O)COC(=O)C3CCCO3)c2C#N)C1 (centres undefined) returned SMN2 splice up 20%, HttQ103 aggreg -25%, HTT ATP protect -39%[inhibitor], CBFb-RUNX1 inh 5%, IMPase Li inh 0% and KinaseGlo FLuc 3%.
Cc1ccc(-c2csc(NC(=O)COC(=O)c3cccc(S(=O)(=O)N4CCOCC4)c3)n2)cc1 was read as Lamin A splicing -6%, HttQ103 aggreg 6%, HTT ATP protect -16% and CBFb-RUNX1 inh -4%.
CCOC(=O)CSc1nnc(CSc2nc(N)c3c(C)c(C)sc3n2)n1-c1ccccc1 was read as Lamin A splicing -8%, HttQ103 aggreg 12%, HTT ATP protect -20%[10 µM] and CBFb-RUNX1 inh -6%.
COC(=O)C1=CC(C(=O)c2cccs2)=NN(c2ccc(OC)cc2)C1C(=O)OC (centres undefined) was read as Lamin A splicing 1%, SMN2 splice up -4%, HttQ103 aggreg 19%, IMPase Li inh 14% and KinaseGlo FLuc 1%.

Of the compounds above, 2 contain a cyano group:
`Cc1cccn2c(=O)c(/C=C(\C#N)S(=O)(=O)c3ccccc3)c(N3CCC(C(N)=O)CC3)nc12` gave Lamin A splicing -16%, SMN2 splice up -8%, HttQ103 aggreg 0%, HTT ATP protect -7%, CBFb-RUNX1 inh -1%, IMPase Li inh 8%[38.3 µM] and KinaseGlo FLuc -3%.
Screening CC1CCc2c(sc(NC(=O)COC(=O)C3CCCO3)c2C#N)C1 (centres undefined) returned SMN2 splice up 20%, HttQ103 aggreg -25%, HTT ATP protect -39%[inhibitor], CBFb-RUNX1 inh 5%, IMPase Li inh 0% and KinaseGlo FLuc 3%.

The results go on:
For Cc1ccc(SCC(=O)Nc2ccc(N3CCN(C)CC3)c(F)c2)c(C)c1 the results were SMN2 splice up -15%, HttQ103 aggreg 1%[9.22 µM], HTT ATP protect -104%[inhibitor], CBFb-RUNX1 inh 5%, IMPase Li inh 25% and KinaseGlo FLuc 0%.
Screening O=C(NCCCCc1ccccc1)C1CC(c2ccc([N+](=O)[O-])cc2)=NO1 (centres undefined) returned Lamin A splicing inconclusive, SMN2 splice up -5%, HttQ103 aggreg -31%, HTT ATP protect -11%, CBFb-RUNX1 inh -8%, IMPase Li inh 10%[38.3 µM] and KinaseGlo FLuc -3%.
O=C(Oc1cccc2ccccc12)c1ccncc1 was read as Lamin A splicing -9%, SMN2 splice up -4%, HttQ103 aggreg 5%, HTT ATP protect 4%[10 µM], CBFb-RUNX1 inh 16%, IMPase Li inh 2% and KinaseGlo FLuc -3%.
CC(=O)c1cccc(NC(=O)C2CCN(C(=O)c3ccc([N+](=O)[O-])cc3)CC2)c1 was read as Lamin A splicing -9%[46 µM], SMN2 splice up 10%, HttQ103 aggreg 4%[9.22 µM], HTT ATP protect 3%, CBFb-RUNX1 inh 1%, IMPase Li inh -2% and KinaseGlo FLuc 2%.
For O=C(Oc1cccc(Br)c1)c1cccnc1 the results were Lamin A splicing 1%, SMN2 splice up 6%, HttQ103 aggreg -4%, HTT ATP protect -7%, CBFb-RUNX1 inh -1%, IMPase Li inh -2%[38.3 µM] and KinaseGlo FLuc -2%.
For CN(c1ccccc1)S(=O)(=O)c1cccc(C(=O)Nc2ccc3c(c2)CCC3)c1 the results were Lamin A splicing inconclusive, SMN2 splice up -20%[1.84 µM], HttQ103 aggreg 2%, HTT ATP protect 4%[10 µM], CBFb-RUNX1 inh -1%, IMPase Li inh 14% and KinaseGlo FLuc 0%.
Screening CCOC(=O)c1ccc(NC(=O)N2CCN(Cc3cccc(F)c3)CC2)cc1 returned Lamin A splicing -7%, SMN2 splice up 17%, HttQ103 aggreg -7%, HTT ATP protect 10%[0.074 µM], CBFb-RUNX1 inh -1%, IMPase Li inh 24%[38.3 µM] and KinaseGlo FLuc 1%.
Screening O=C1C(NS(=O)(=O)c2cccs2)=C(N2CCOCC2)C(=O)c2ccccc21 returned HttQ103 aggreg 0%[9.22 µM], HTT ATP protect 6%[10 µM] and CBFb-RUNX1 inh -17%.
CCOC(=O)CC(NC(=O)Cn1nnc(-c2ccccc2)n1)c1ccc(OC)cc1 (centres undefined) was read as Lamin A splicing -8%[46 µM], SMN2 splice up -14%, HttQ103 aggreg 18%, HTT ATP protect -1%, CBFb-RUNX1 inh 5%, IMPase Li inh -5% and KinaseGlo FLuc -2%.
`O=C1OC(Nc2ncccn2)c2ccccc21` (centres undefined) gave Lamin A splicing -1%, SMN2 splice up -20%, HttQ103 aggreg -12%, HTT ATP protect 8%, CBFb-RUNX1 inh 2%, IMPase Li inh 15%[38.3 µM] and KinaseGlo FLuc 1%.
`CCOC(=O)c1cnn(-c2ncnc3sc(C)c(C)c23)c1N` gave Lamin A splicing 20%, SMN2 splice up 1%, HttQ103 aggreg -15%, HTT ATP protect -4%, CBFb-RUNX1 inh 4%, IMPase Li inh -9%[38.3 µM] and KinaseGlo FLuc -2%.
Screening CCCS(=O)(=O)Nc1cccc(-c2nc3cccnc3s2)c1 returned HttQ103 aggreg 15%[9.22 µM], HTT ATP protect 9%[10 µM] and CBFb-RUNX1 inh 4%.
Screening O=C(NCc1cccs1)c1cccc(S(=O)(=O)N2CCCCC2)c1 returned Lamin A splicing 5%, SMN2 splice up 15%, HttQ103 aggreg 3%, HTT ATP protect -8%[10 µM], CBFb-RUNX1 inh 2%, IMPase Li inh 27%[38.3 µM] and KinaseGlo FLuc -5%.
Screening CCN1CCN(c2c(Cl)cccc2NC(=O)c2ccc3c(c2)OCCO3)CC1 returned Lamin A splicing -3%, SMN2 splice up -2%, HttQ103 aggreg -4%, HTT ATP protect 6%[10 µM], CBFb-RUNX1 inh 11%, IMPase Li inh 11% and KinaseGlo FLuc 5%.
